From PubChem
CXCR6 block – blocks human CXCR6 beta-arrestin recruitment; CHO-K1 PathHunter CXCR6 beta-arrestin, luminescence; inhibition, % at 20 µM; 360,000 compounds, 0.36% hits; in the data active = inhibition above about 34%, passing the limit was not always enough;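 note: antagonist mode with CXCL16 agonist at 10 nM final; 0% = 10 nM CXCL16 with DMSO and 100% = unstimulated wells without agonist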
APJ ag – activates the human apelin receptor APJ | P35414 | CHO-K1 APJ PathHunter beta-arrestin, luminescence; 0% DMSO wells, 100% apelin | activation, % at 20 µM | 330,000 compounds, 0.11% hits | AID 2520;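 active = activation more than six SD over the plate average, tested at 20 µM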;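 note: 0% = DMSO alone and 100% = apelin-13 at 10 nM; some results filed as inactive read as strong as hits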
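Test system – PathHunter CHO-K1 APJ (AGTRL-1) beta-arrestin reporter cells · Input – 1000 cells/well · Compound – single test compound dose, 20 µM final, 1% DMSO · Times – compound stimulation 90 min at 25 °C, detection 60 min · Technique – beta-gal luminescence · Read-out basis – APJ–arrestin association signal · Control set – negative DMSO alone, positive Apelin-13 at 10 nM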
EBI2 antag – antagonists of human EBI2 receptor; inhibition, % at 5 µM; EBI2 beta-arrestin recruitment, luminescence, 7a,25-OHC stimulated; 360,000 compounds, 0.81% hits; in the data active = inhibition above about 38%;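 note: enzyme fragment complementation signal reports receptor beta-arrestin coupling in cells; 0% = agonist plus DMSO wells and 100% = wells without agonist; some results beyond the cut were filed as inactive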
Target sequence (P32249 whole entry, looked up, the tested form may be a part): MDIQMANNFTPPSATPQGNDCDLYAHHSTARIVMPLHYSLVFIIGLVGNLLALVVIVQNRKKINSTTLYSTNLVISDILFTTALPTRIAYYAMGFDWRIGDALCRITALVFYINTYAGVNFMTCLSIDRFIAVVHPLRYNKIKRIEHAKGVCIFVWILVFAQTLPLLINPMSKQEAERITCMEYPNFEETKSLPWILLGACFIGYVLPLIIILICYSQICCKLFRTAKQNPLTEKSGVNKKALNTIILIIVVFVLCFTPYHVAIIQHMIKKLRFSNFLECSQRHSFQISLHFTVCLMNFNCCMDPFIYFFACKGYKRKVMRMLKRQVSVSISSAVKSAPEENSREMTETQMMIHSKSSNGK
Mdm2 MdmX PPI – disrupts the human Mdm2-MdmX interaction; O15151+Q00987; SaOS-2 split-luciferase Mdm2/MdmX complementation, luminescence; inhibition, % at 8 µM; 330,000 compounds, 3% hits; AID 485346;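 active = inhibition of at least 50% at 8 µM in the primary screen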
tim23-1 inh – growth inhibitors of tim23-1 mutant yeast. inhibition, % at 20 µM. AID 463212. S. cerevisiae tim23-1 growth, BacTiter-Glo luminescence, 24 h. 330,000 compounds, 1.3% hits;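 active = growth inhibition of the mutant yeast at or above 50%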;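 note: temperature-sensitive mutant grown at 25 °C; plate controls were DMSO-treated mutant yeast for no effect and medium wells lacking yeast for full effect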
XBP1 UPR activ – adaptive UPR (XBP1) activation. CHO-XBP1 luciferase reporter, IRE1-XBP1 UPR activation, luminescence; percent of tunicamycin response, DMSO as zero. activation, % at 20 µM. 330,000 compounds, 0.33% hits;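 active = versus positive control, 20 µM dose yields 30% or more activation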;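 note: 100% = tunicamycin at 10 µg/mL and 0% = DMSO only wells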
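Material: CHO-XBP1 cells stably carrying IRE1-XBP1-driven luciferase reporter / Amount: 1000 cells per well / Compound: 20 µM, 1% DMSO / Times: 6 h treatment, 37 °C / Detection: luciferase luminescence / Measure: % activation of reporter signal versus tunicamycin and DMSO controls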
APJ antag – antagonists of human APJ apelin receptor. CHO-K1 APJ beta-arrestin complementation, luminescence. inhibition, % at 20 µM. 330,000 compounds, 0.32% hits. AID 2521;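 active = inhibition above about 40% at 20 µM, limit read from the data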;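 note: cells challenged with 10 nM apelin-13 agonist together with compound; plate controls were apelin-13 plus DMSO wells for no effect and DMSO wells lacking apelin-13 for full effect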
CCR6 antagonist – CCR6 (human) receptor antagonism; inhibition, % at 20 µM; AID 493098; CHO-K1 CCR6 PathHunter beta-arrestin, luminescence, CCL20-stimulated; 340,000 compounds, 0.49% hits;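 active = compounds whose inhibition of the agonist-driven luminescence signal at 20 µM reaches about 50%, limit read from the data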;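 note: cells stimulated with CCL20 at 14 nM final; plate controls were DMSO with CCL20 for no effect and DMSO without agonist for full effect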
Target sequence (P51684 whole entry, looked up): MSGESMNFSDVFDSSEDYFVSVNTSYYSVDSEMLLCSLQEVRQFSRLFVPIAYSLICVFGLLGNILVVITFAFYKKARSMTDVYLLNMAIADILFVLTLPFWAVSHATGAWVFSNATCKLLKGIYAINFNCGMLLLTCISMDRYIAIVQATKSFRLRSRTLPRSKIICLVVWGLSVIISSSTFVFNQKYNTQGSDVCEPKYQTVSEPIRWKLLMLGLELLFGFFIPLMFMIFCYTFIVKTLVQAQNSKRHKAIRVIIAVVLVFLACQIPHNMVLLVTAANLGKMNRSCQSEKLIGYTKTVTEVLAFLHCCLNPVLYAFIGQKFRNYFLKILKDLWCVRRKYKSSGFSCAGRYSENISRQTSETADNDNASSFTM
UPR CHOP act – apoptotic UPR (CHOP) activation; activation, % at 10 µM; CHO-CHOP luciferase reporter, luminescence; percent of tunicamycin response over DMSO baseline; 330,000 compounds, 0.34% hits;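 active = at 10 µM dose, activation of 40% or more, normalized to positive control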;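 note: 100% = tunicamycin at 10 µg/mL and 0% = DMSO alone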
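Material: CHO-CHOP cells, stable luciferase reporter of PERK-eIF2a-CHOP signalling; quantity: 500 reporter cells seeded per well; buffer or medium: F12 medium containing 10% fetal bovine serum; compound: one dose, 10 µM in 0.5% DMSO; incubation: 6 h compound treatment, 37 °C; measured by: Steady-Glo luciferase luminescence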
* = called active by the depositor; . = not tested or not shown. These rows are one share of the data (hit frequency here may not be typical).

nr	SMILES	CXCR6 block	APJ ag	EBI2 antag	Mdm2 MdmX PPI	tim23-1 inh	XBP1 UPR activ	APJ antag	CCR6 antagonist	UPR CHOP act
1	CC(=O)/C=C\c1cn(-c2ncc(C(F)(F)F)cc2Cl)c2ccccc12	0	-3	-15	46	43	0	-9	1	1.9
2	COc1ccc2c(Cl)c(C(=O)NCCc3ccc(S(N)(=O)=O)cc3)sc2c1	1	-1	0	9	-8	-2	-9	10	3.2
3	O=C(Cn1c(C(F)(F)F)nc2ccccc21)Nc1ccccc1C(=O)O	0	-3	4	11	10	1	-5	-4	-0.3
4	Cc1cc(/C=C2\C(=N)N3C(SCc4ccccc4)=NSC3=NC2=O)c(C)n1Cc1ccccc1	11	-3	2	24	-22	0	8	7	1.0
5	CCOc1cc(NC(=S)NCCCN2CCOCC2)c(OCC)cc1NC(=O)c1ccccc1	6	-1	13	16	0	-5	12	8	-0.1
6	O=[N+]([O-])c1cc2c(cc1/C=N/n1cnnc1)OCO2	-19	-3	-9	17	7	3	-16	7	-1.0
7	CC(=O)Nc1ccc(S(=O)(=O)Nc2cccc(N(C)S(C)(=O)=O)c2)cc1	8	2	-4	18	-5	-4	-6	0	-1.4
8	COCCNC(=O)C(=O)NCC1OCCN1C(=O)c1ccc(Cl)cc1 (stereo unspecified)	4	0	-1	6	16	-2	-3	2	-1.3
9	Cc1ccc(-c2ccc(CCC(=O)O)n2-c2ccc(O)cc2)cc1	-3	-1	-3	-6	18	-1	-8	2	2.2
10	CC/C(=N/NC(=O)c1ccc(Br)o1)c1ccc(Cl)cc1	4	-2	-12	-1	8	1	1	12	1.3
11	COc1ccccc1NC(=O)C1=C(C)Nc2nnnn2C1c1ccccc1OC (stereo unspecified)	-1	-1	1	24	-4	-5	9	-4	0.2
12	CCOc1ccc2nc(NC(=O)Cn3[nH]c(=O)c4ccccc4c3=O)sc2c1	-4	-5	-1	22	-5	1	-20	-4	6.0
13	CC(=O)c1cccc(NC(=S)NC(=O)C(C)C)c1	2	-5	-16	-2	-8	1	-7	3	0.7
14	O=S(=O)(NC1=NCCCCC1)c1ccc(Cl)cc1Cl	4	-2	-5	-4	-7	-4	22	9	-0.5
15	Cn1c(=O)[nH]c(=O)c2c1nc(N(CCO)Cc1ccccc1)n2CCCc1ccccc1	1	-3	3	26	15	7	-2	12	1.3
16	C[C@@H]1O[C@@H](OCCC(=O)O)[C@H](O)C[C@H]1O	-7	-1	-5	10	6	0	11	12	-1.6
17	COc1ccc(C(=O)Nc2nc3ccccc3c(=O)[nH]2)cc1	2	-4	1	-166	10	-2	-9	9	1.0
18	Cc1ccccc1-c1nn(-c2ccc(F)cc2F)cc1CNCCCO	10	-2	-3	2	5	1	13	6	-1.3
19	Cc1ccc(NC(=O)CCC(=O)NNC(=S)Nc2ccc(F)cc2)c(C)c1	2	0	-1	11	-3	-2	12	3	0.0
20	CCN(CC)c1ccc(S(=O)(=O)N2CCOCC2)cc1NC(=O)CN1C(=O)NC2(CCC(C)CC2)C1=O (stereo unspecified)	-5	6	-3	-8	-11	0	14	4	0.0
21	CC(C)COC(=O)Nc1nnc(SCCOc2ccccc2)s1	1	-4	3	13	3	-1	13	16	-3.2
22	CCOC(=O)N1CCN(c2c(NCCCN(C)c3ccccc3)c(=O)c2=O)CC1	0	0	1	-35	11	-3	7	-4	-0.1
23	Cc1onc(-c2ccccc2Cl)c1C(=O)Oc1cccc2cccnc12	9	-4	6	19	13	1	4	19	1.3
24	Cc1ccccc1NC(=O)C1CCCN(S(=O)(=O)c2ccc3c(c2)C(C)(C)C(=O)N3C)C1 (stereo unspecified)	-12	-1	8	9	1	-2	-68	-1	0.0
25	Cc1c2cnn(-c3ccccc3)c(=O)c2c(C)n1CCCC(=O)N1CCN(C)CC1	12	-1	-2	-11	-13	-4	-10	2	-0.7
26	CCC[n+]1c(C)sc2c3c(ccc21)CCCC3	42*	-1	1	7	13	-1	28	25	-1.0
27	CC1CCc2c(sc(/N=C/N(C)C)c2C#N)C1 (stereo unspecified)	2	-3	-2	-38	19	2	-20	7	4.4
28	COc1ccc(C(=O)NCC(=O)N2CCN(c3ccc(Cl)cc3)CC2)cc1	3	-5	-17	22	15	7	-8	13	0.1
29	FC(F)(F)c1cnc(Sc2ncn[nH]2)c(Cl)c1	-16	-3	-19	-6	10	-3	-3	-5	1.2
30	O=C(NCc1ccc2c(c1)OCO2)NC12CC3CC(CC(C3)C1)C2	-5	-4	-3	-26	43	0	-24	6	-1.8
31	O=C(c1cccc(C(=O)N2CCN(c3ccc(F)cc3)CC2)c1)N1CCN(c2ccc(F)cc2)CC1	-2	-2	12	28	31	0	-20	-4	3.1
32	CCCC(=O)Nc1ccc(NC(=O)c2cccc(OC)c2)nc1	-1	-5	-4	-57	14	1	14	11	4.5
33	CCOC(=O)Cc1csc(N/N=C/c2ccc(C(F)(F)F)cc2)n1	-4	-1	-8	3	8	-4	0	-4	1.4
34	COc1cc(C(=O)NNC(=O)COc2ccccc2Cl)ccc1OCC(=O)N1CCOCC1	8	-5	0	21	-1	1	5	0	0.9
35	O=C1CC(c2cccc([N+](=O)[O-])c2)c2ccc3ccccc3c2N1 (stereo unspecified)	21	-3	13	33	45	-1	31	39	-0.4
36	COc1ccc(NC(=O)CSc2nc3ccccc3cc2Cc2ccccc2)cc1	6	-4	14	45	17	-3	9	17	1.1
37	COc1ccc(Cl)cc1N(CC(=O)NCCSCc1ccccc1)S(C)(=O)=O	-11	1	-3	9	-3	-6	5	3	-0.6
38	Cc1ccc(-c2nnc(CSc3nnc(C)s3)o2)cc1	-1	-3	0	4	1	2	8	-5	2.3
39	O=C(O)CCCNc1cc(N2CCC3(CC2)OCCO3)c2noc3c2c1C(=O)c1ccccc1-3	.	2	.	27	29	-4	10	.	-2.0
40	CCCN(CCC)CCNC(=O)CCC(=O)Nc1ccc2nc(N3CCOCC3)cc(C)c2c1	6	2	2	-8	2	-5	-8	-2	0.1
41	Cc1ccc(S(=O)(=O)N(C)CC(=O)NCC(c2ccco2)N(C)C)cc1 (stereo unspecified)	-11	-1	-2	2	0	-3	-2	5	-1.6
42	O=C(c1ccc(COc2ccccc2Br)cc1)N1CCCCCC1	-3	-3	15	6	39	4	2	24	4.5
43	Cc1ccc(S(=O)(=O)N2CCC[C@H]2C(=O)Nc2ccccc2C)cc1	1	-4	-4	8	23	-2	-6	5	0.8
44	COc1cc(C(=O)NC2=C(C#N)CCC2)cc(OC)c1OC	-11	-3	-5	-35	9	-2	3	-3	-1.6
45	O=C(CSc1nc(O)c(C(c2ccccc2)c2ccccc2)c(=O)[nH]1)N1CCOCC1	-4	-3	0	9	16	0	22	-10	-1.3
46	CCSc1nnc(-c2c[nH]c3ccccc23)o1	-4	2	3	-87	16	0	13	0	2.5
47	CCN(CC)CCCN1C(=O)c2oc3ccccc3c(=O)c2C1c1cc(OC)ccc1OC (stereo unspecified)	3	-1	-5	15	9	0	-4	0	-0.5
48	C=C1CCC[C@]2(C)C[C@H]3OC(=O)C(CN(C)CC(OC)OC)[C@H]3CC12 (stereo partly specified)	9	-2	-8	46	25	-7	-11	7	-0.7
49	COC(=O)C1=C(Cn2cnc3ccccc32)NC(=O)NC1c1cc(C)ccc1C (stereo unspecified)	3	76*	-29	26	-2	-6	46*	14	-2.3

3 entries from above, with values under each structure:
Fields: CXCR6 block | APJ ag | EBI2 antag | Mdm2 MdmX PPI | tim23-1 inh | XBP1 UPR activ | APJ antag | CCR6 antagonist | UPR CHOP act
(46) CCSc1nnc(-c2c[nH]c3ccccc23)o1
    -4 | 2 | 3 | -87 | 16 | 0 | 13 | 0 | 2.5
(47) CCN(CC)CCCN1C(=O)c2oc3ccccc3c(=O)c2C1c1cc(OC)ccc1OC (stereo unspecified)
    3 | -1 | -5 | 15 | 9 | 0 | -4 | 0 | -0.5
(48) C=C1CCC[C@]2(C)C[C@H]3OC(=O)C(CN(C)CC(OC)OC)[C@H]3CC12 (stereo partly specified)
    9 | -2 | -8 | 46 | 25 | -7 | -11 | 7 | -0.7

Entries shown so far with an aryl thioether with sulfur outside any ring (6):
nr	SMILES	CXCR6 block	APJ ag	EBI2 antag	Mdm2 MdmX PPI	tim23-1 inh	XBP1 UPR activ	APJ antag	CCR6 antagonist	UPR CHOP act
21	CC(C)COC(=O)Nc1nnc(SCCOc2ccccc2)s1	1	-4	3	13	3	-1	13	16	-3.2
29	FC(F)(F)c1cnc(Sc2ncn[nH]2)c(Cl)c1	-16	-3	-19	-6	10	-3	-3	-5	1.2
36	COc1ccc(NC(=O)CSc2nc3ccccc3cc2Cc2ccccc2)cc1	6	-4	14	45	17	-3	9	17	1.1
38	Cc1ccc(-c2nnc(CSc3nnc(C)s3)o2)cc1	-1	-3	0	4	1	2	8	-5	2.3
45	O=C(CSc1nc(O)c(C(c2ccccc2)c2ccccc2)c(=O)[nH]1)N1CCOCC1	-4	-3	0	9	16	0	22	-10	-1.3
46	CCSc1nnc(-c2c[nH]c3ccccc23)o1	-4	2	3	-87	16	0	13	0	2.5
